From PubChem
human PMI inhibitors – MPI inhibition at elevated mannose 6-phosphate – biochemical, fluorescence intensity, high mannose 6-phosphate, primary screen (AID 1220). inhibition, % at 20 µM, or IC50 in µM where a hit was titrated. 0.66% of 190,000 active. recombinant PMI enzyme, coupled fluorescence intensity; higher % means a stronger effect
M17LAP inhibition – P. falciparum M17LAP inhibitors, primary screen, biochemical, fluorogenic H-Leu-NHMec substrate, 1536-well (AID 1619); inhibition, % at 30 µM, or IC50 in µM where a hit was titrated; recombinant M17LAP, H-Leu-NHMec fluorogenic kinetic assay; higher % means a stronger effect; 0.38% of 220,000 active;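 active = compound inhibiting the enzyme by more than half at any dose during confirmatory dose-response retesting; inconclusive = strong single-dose inhibitors picked by rank but not retested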;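 also: plate controls were full reaction with DMSO carrier for no effect and no enzyme background for full effect; strong numbers were not always called active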
TNAP activation fold – stimulation of alkaline phosphatase TNAP activity – biochemical, luminescent, no phosphate acceptor, uHTS, primary screen (AID 1001) | activation fold at 20 µM; hits with a dose series show EC50 in µM | 0.03% of 200,000 active | purified TNAP, luminescent activation assay, no phosphate acceptor; higher activation fold means a stronger effect; in the data active = activation fold from about 3, or a potency from the dose series; inactive = the rest, 99 in 100 with activation fold below about 1.6; also: many of its hits are not listed in these tables
West Nile antiviral – inhibition of WNV-induced cytopathic effect – cell-based, CPE readout (AID 1621). West Nile virus-infected cells, CPE inhibition; higher % means a stronger effect. one-dose CPE inhibition, % at 10 µM; IC50 in µM for titrated hits. 0.02% of 290,000 active; in the data active = a potency from the dose series; inconclusive = CPE inhibition mostly from about 3.7% at the one dose, without a potency; inactive = the rest, 99 in 100 with CPE inhibition below about 2.2%; also: strong numbers were not always called active
RSV CPE inhibition – inhibition of RSV-induced cytopathic effect – HEp-2 cells, primary 10 µM value included (AID 2391); one-dose CPE inhibition, % at 10 µM; IC50 in µM for titrated hits; HEp-2 cells, RSV-induced CPE inhibition; higher % means a stronger effect; 0.13% of 310,000 active; in the data active = a potency from the dose series; inconclusive = CPE inhibition mostly from about 23% at the one dose, without a potency; inactive = the rest, 99 in 100 with CPE inhibition below about 21%; also: strong numbers were not always called active
M1AAP inhibition – malaria alanyl aminopeptidase activity blockers – biochemical, fluorogenic H-Leu-NHMec substrate, 1536-well (AID 1445); 0.42% of 220,000 active; inhibition, % at 30 µM; hits with a dose series show IC50 in µM; recombinant M1AAP, H-Leu-NHMec fluorogenic kinetic assay; higher % means a stronger effect;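 active = primary inhibition above the hit cutoff, then over 50% inhibition at one or more dose response concentrations, cut at about 23% in these data, passing the limit was not always enough; inconclusive = conflicting primary data, or primary hits not chosen for dose response; inactive = low primary inhibition, or under 50% at every dose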;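 also: plate controls were DMSO full reaction for no effect and no enzyme background for full effect; strong numbers were not always called active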
K1F lysis inhibition – inhibition of K1F phage lysis, E. coli UTI89, bacterial capsule biogenesis inhibitors, alamar blue (AID 488966). E. coli UTI89 K1F phage lysis, alamar blue, 2 h; higher % means a stronger effect. one-dose inhibition, % at 100 µM; IC50 in µM for titrated hits. 0.02% of 340,000 active;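 active = phage lysis inhibition, versus mean bacterial control, above a set limit; inconclusive = no clear call, values can overlap the other calls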;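 also: capsule biogenesis inhibitors block K1F phage lysis so surviving cells raise fluorescence; higher fluorescence means more inhibition of phage lysis; actives were called in the ten point dose series up to 300 µM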
T cell modulator – modulates CD8 T cell binding to vesicles. 2C CD8+ T cell-vesicle binding, flow cytometry; stronger effect = lower value. calls only at 7 µM. 0.068% of 330,000 active. AID 2052;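 active = response, share of CD8 T cells binding vesicles, and their 90th percentile fluorescence all below set limits, cut at about 80% in these data, passing the limit was not always enough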
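Incubation: binding step 1.5 h, 37 °C, antibody labelling 20 min, ice; system: murine 2C transgenic CD8+ T lymphocytes; technique: cytometric PE anti-B7-1 and Alexa647 anti-CD8 signals after 1% paraformaldehyde fixation; also added: QL9-charged Drosophila Ld/ICAM-1/B7-1 vesicles; control set: naked versus QL9-loaded vesicles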
PMI inhibitors – MPI enzyme activity inhibition – biochemical, fluorescence intensity, coupled assay, primary screen (AID 1209); purified PMI enzyme, coupled fluorescence intensity; higher % means a stronger effect; inhibition, % at 20 µM; hits with a dose series show IC50 in µM; 0.42% of 190,000 active;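 also: plate controls were DMSO vehicle for no effect and wells lacking substrate for full effect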
T cell modulator vesicle-bound % – also measured in T cell modulator; calls as there; double positive events, %; measured here: CD8+ vesicle-bound cell fraction;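 binding gate set so that unloaded-vesicle control wells show 10% double positive cells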
* = called active by the depositor; i = inactive; ? = inconclusive; · = no result given; [ ] = dose if it differs, or a comment. Rule as the data show it, unless noted: active = inhibition above about 50%; inactive = the rest. The order is random; 1.5% or so of the library scored in one or more.

Screens in order: human PMI inhibitors	M17LAP inhibition	TNAP activation fold	West Nile antiviral	RSV CPE inhibition	M1AAP inhibition	K1F lysis inhibition	T cell modulator	T cell modulator vesicle-bound %	PMI inhibitors
- CCCOc1ccc(C(=O)Nc2nc(C)c(Cc3ccc4c(c3)OCO4)s2)cc1
    5%	2%	1	-0.7%	7.7%	4%	0.2%	i	58	4%
- Cc1ccc(Nc2c(-c3ccccc3O)nc3cnccn23)cc1
    3%	19%	1.1	0.7%	-2.3%	3%	-0.5%	i	51	8%
- Cc1ccc(S(=O)(=O)N2CCC(Oc3cccc(C(F)(F)F)c3)CC2)cc1
    ·	·	·	-1.9%	43%	·	0.0%	i	24	·
- COc1cccc(-n2c(=O)c3cc(OC)c(OC)cc3n(CC(=O)Nc3cc(C)[nH]n3)c2=O)c1
    0%	2%	1.2	0.2%	2.6%	1%	-0.1%	i	12	5%
- Cc1ccc2cccc(OCC(=O)Nc3ccc(N4CCOCC4)cc3)c2n1
    34%	2%	1	0.2%	2.1%	3%	-2.1%	i	37	9%
- N#C/C(=C(/O)CN1CCOCC1)c1nc2ccccc2s1
    1%	35%	1	-0.1%	2.2%	6%	0.4%	i	8	7%
- O=C(CSc1nc(N2CCCCC2)nc(N2CCCCC2)n1)c1ccccc1
    7%	-13%	1	-0.2%	2.6%	4%	0.4%	i	35	11%
- CCc1ccc(-c2cc(C)no2)cc1S(=O)(=O)NCc1ccc(OC)c(OC)c1
    ·	·	·	-0.3%	4.4%	·	0.1%	i	13	·
- O=C1c2ccc3c4c(ccc(c24)C(=O)N1c1cccc(O)c1)CC3
    -5%	15%	1	-0.9%	0.5%	6%	-0.7%	i	28	-11%
- COC(=O)c1cc(S(=O)(=O)NC2CCC(C)CC2)cn1C (stereo not drawn)
    ·	·	·	-0.2%	0.7%	·	-0.1%	i	26	·
- CN(CC(=O)Nc1ccccc1)CC(=O)Nc1ccccc1Cl
    ·	·	·	-0.2%	2.8%	·	-0.1%	i	57	·
- CCCN1CNC(=S)N(CCc2ccccc2)C1
    3%	-6%	1.1	-0.6%	0.7%	-4%	0.5%[50 µM]	i	40	8%
- O=C(CSc1nc(O)c(Cc2ccccc2F)c(=O)[nH]1)N1CCCCCC1
    2%	19%	1.1	-0.4%	2.7%	4%	0.3%	i	1	-6%
- C=CCn1c(NC(=O)c2ccc(C)cc2)c(C#N)sc1=N
    14%	-18%	1.1	0.1%	-3.7%	37%	7.5%	i	22	30%
- CSc1nsc(SC)c1NC(=O)OCc1ccccc1
    -24%	-6%	1.1	-0.1%	0.5%	6%	-1.2%	i	6	-6%
- CC(C)OCCCNC(=O)C(NS(=O)(=O)c1ccc2c(c1)c(=O)n(C)c(=O)n2C)c1ccccc1 (stereo not drawn)
    1%	1%	1.1	0.5%	1.6%	9%	·	i	33	-7%
- O=C(NCc1ccc(Cl)cc1)c1ccc(Br)o1
    -2%	-2%	1.1	-0.2%	2.0%	4%	-0.6%	i	38	0%
- CC(C)(C)C(=O)N(CCN(C(=O)C(C)(C)C)c1ccccc1)c1ccccc1
    5%	8%	1.1	-0.9%	-1.5%	-1%	-0.9%	i	11	2%
- Cc1ccc2nc(-c3ccccn3)c(Nc3ccccc3C)n2c1
    5%	21%	1.2	?	6.5%	-1%	-0.5%[50 µM]	i	35	2%
- CC1(C)C(c2cccs2)=[N+]([O-])C2(CCCCC/C2=N\NC(N)=S)N1O (stereo not drawn)
    -12%	4%	0.9	-0.2%	0.3%	4%	2.6%	i	58	-8%
- C#CCOCCOCCOCCNc1nc(N2CCN(C(=O)[C@H]([C@@H](C)CC)n3cc(CCCN=C(N)N)nn3)CC2)nc(N2CCN(C(=O)[C@H](CCCCN)n3cc(CCCC)nn3)CC2)n1
    -12%	4%	1.2	0.6%	-0.2%	15%	0.1%	i	32	-11%
- CN(c1ccccc1)S(=O)(=O)c1ccc(C(=O)Nc2nnc(-c3ccco3)o2)cc1
    -9%	4%	1.3	-1.0%	9.7%	-5%	0.4%	i	46	-7%
- O=C(c1ccc(Cl)c([N+](=O)[O-])c1)N(Cc1ccc(F)cc1)C1CCS(=O)(=O)C1 (stereo not drawn)
    ·	10%	·	0.0%	·	-2%	-0.3%	i	40	·
- O=C(NCCc1cn2ccccc2n1)c1cc(COc2ccc3ncccc3c2)on1
    22%	-1%	1	-0.1%	14%	3%	0.2%	i	35	22%
- CSC1=C(C#N)C(c2cccc(Br)c2)CC(=O)N1 (stereo not drawn)
    8%	-7%	1.1	·	2.2%	8%	-1.4%	i	18	-2%
- O=C(Nc1nncs1)c1ccc(N2C(=O)C3C4C=CC(C4)C3C2=O)cc1 (stereo not drawn)
    7%	1%	1.1	0.0%	0.2%	2%	-0.2%	i	23	10%
- O=C(COc1ccc(Cl)cc1)N1CCN(c2ccc([N+](=O)[O-])c(N3CCOCC3)c2)CC1
    24%	-8%	1	-0.9%	4.8%	2%	1.0%[50 µM]	i	3	27%
- Cc1cc(C)c(OCCCCCNCCO)c(C)c1
    -1%	0%	1	0.0%	-1.5%	0%	5.3%	i	42	0%
- COc1ccc(CCN2C(=O)C3C4C=CC(C3C2=O)C2C(=O)N(CCc3ccc(OC)c(OC)c3)C(=O)C42)cc1OC (stereo not drawn)
    12%	-3%	1	-1.3%	0.5%	4%	2.3%	i	57	16%
- O=C(CSc1n[nH]c(-c2ccco2)n1)Nc1ccccc1Cl
    ·	·	·	-0.1%	3.3%	·	0.3%	i	44	·
- CN(C)CCCNC(=O)CC(c1ccccc1)c1ccccc1O (stereo not drawn)
    -7%	1%	1	0.0%	0.1%	10%	-0.2%	i	51	-9%
- COc1ccc(-n2c(=S)[nH]c3c(oc4ccccc43)c2=O)cc1
    -12%	17%	1.2	-1.2%	0.7%	15%	-2.1%	i	44	-5%
- O=C(Nc1cn(-c2ccccc2)nc1-c1cccs1)c1ccco1
    8%	3%	1.1	-0.2%	1.0%	8%	-0.3%	i	55	2%
- CSc1ccc(S(=O)(=O)N2CCC(C(=O)N3CCOCC3)CC2)cc1
    ·	·	·	-0.4%	0.5%	·	0.4%	i	39	·
- CCOc1cc2[nH]c(=S)n(CCc3ccc(OC)c(OC)c3)c(=O)c2cc1OCC
    12%	-2%	1.1	?	-1.4%	2%	-0.6%	i	35	15%
- Nc1ccc2nc(-c3ccccn3)[nH]c2c1
    47%	32%	1.1	0.9%	-0.6%	1%	0.4%	i	55	20%
- CCOC(=O)CSc1nnc(Cn2nnc(-c3ccccc3)n2)n1C
    -7%	7%	1	0.7%	1.6%	3%	0.1%	i	59	-3%
- COc1ccc(C(NC(=O)C2CCCCC2)c2c(O)ccc3ccccc23)cc1 (stereo not drawn)
    18%	8%	0.9	-2.0%	5.9%	2%	5.9%	i	13	24%
- CC(C)NC[C@H](O)COc1cccc2[nH]ccc12
    ·	-1%	·	0.2%	1.0%	4%	3.8%	i	23	·
- COc1cc2cc(CN(CCO)S(=O)(=O)c3ccccc3Cl)c(=O)[nH]c2cc1OC
    4%	-11%	1.1	0.1%	2.2%	7%	2.1%	i	59	4%
- CC(=O)c1cc(-c2ccccc2)n(CC(=O)Nc2ccc(C)c(C)c2)c1C
    9%	16%	1.2	-1.2%	1.7%	-3%	2.4%	i	44	4%
- CC(C)OCCCn1c(=O)c2ccccc2n2c(CCC(=O)NCc3ccccn3)nnc12
    ·	·	·	0.0%	3.0%	·	0.2%	i	29	·
- CC1CCCN(S(=O)(=O)c2ccc(N(C(=O)c3cnccn3)C(C(=O)NC3CCCCC3)c3cccs3)cc2)C1 (stereo not drawn)
    -2%	7%	1.1	-1.2%	1.1%	8%	1.1%	i	25	3%
- COc1cc(/C=N/N=C(\N)c2nonc2N)cc(OC)c1O
    ·	7%	·	0.2%	1.9%	10%	0.0%	i	25	·
- Cc1nnc(SCc2ccc(Cl)cc2)n1CC1CCCO1 (stereo not drawn)
    -2%	-10%	1.1	0.4%	0.2%	7%	0.3%	i	18	-15%

Retrieved one by one from the list above:
Screens in order: human PMI inhibitors	M17LAP inhibition	TNAP activation fold	West Nile antiviral	RSV CPE inhibition	M1AAP inhibition	K1F lysis inhibition	T cell modulator	T cell modulator vesicle-bound %	PMI inhibitors
- COc1ccc(C(NC(=O)C2CCCCC2)c2c(O)ccc3ccccc23)cc1 (stereo not drawn)
    18%	8%	0.9	-2.0%	5.9%	2%	5.9%	i	13	24%
- CC(=O)c1cc(-c2ccccc2)n(CC(=O)Nc2ccc(C)c(C)c2)c1C
    9%	16%	1.2	-1.2%	1.7%	-3%	2.4%	i	44	4%

Next structures follow:
Screens in order: human PMI inhibitors	M17LAP inhibition	TNAP activation fold	West Nile antiviral	RSV CPE inhibition	M1AAP inhibition	K1F lysis inhibition	T cell modulator	T cell modulator vesicle-bound %	PMI inhibitors
- C=CCOc1ccc(/C(O)=C2\C(=O)C(=O)N(CCCOC)C2c2ccc(O)c(OC)c2)cc1 (stereo not drawn)
    8%	-3%	1	-0.2%	1.3%	4%	0.1%	i	21	-2%
- O=C(Nc1ccc(Cl)c([N+](=O)[O-])c1)C(NCCCO)c1ccccc1 (stereo not drawn)
    12%	8%	1.1	-0.6%	1.2%	3%	1.7%[50 µM]	i	7	4%
- CCOc1ccc(NC(=O)CN2C(=O)c3ccccc3C2=O)cc1
    ·	·	·	-0.7%	2.9%	·	0.2%	i	64	·
- Cc1c(C(=O)NCC2CCCO2)oc2ccc(S(=O)(=O)N3CC(C)CC(C)C3)cc12 (stereo not drawn)
    13%	-4%	1.1	-0.1%	2.8%	7%	-0.5%	i	36	20%
- CCSc1nnc(NC(=O)C2CCN(S(=O)(=O)c3c(C)c(C)cc(C)c3C)CC2)s1
    4%	6%	1	0.2%	2.1%	0%	·	i	50	8%
- CCOC(=O)c1cc(CC)sc1NC(=O)COc1ccc2c(C)cc(=O)oc2c1
    3%	-30%	0.8	-0.6%	2.9%	-1%	1.6%	i	32	8%
